Exocytosis inh = LAMP-1 surface exposure blockers, TALL-104 cells – cell-based, flow cytometry, MLPCN library, primary screen | TALL-104 LAMP-1 surface exposure; cells stimulated with thapsigargin and PMA | hit rate 0.66% among 360,000 | inhibition, % at 10 µM;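 active means inhibition above about 55%, limit read from the data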
NCOA3 inh = SRC3 coactivator transcriptional activity inhibitors, primary screen, cell-based, luminescence | Nuclear receptor coactivator 3 (Homo sapiens), Q9Y6Q9 | HEK293 GAL4-SRC3 luciferase reporter | inhibition, % at 3.6 µM | hit rate 0.17% among 360,000 | AID 588352, 2011;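 active means inhibition above a per-campaign cutoff, the mean of all compounds plus 3 SD, cut at about 60% in these data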;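 further: 0% = DMSO-treated cells and 100% = gossypol-treated cells at 36 µM; higher means less SRC3-driven luciferase light from the GAL4 reporter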
SRC1 inh = SRC1 coactivator transcriptional activity inhibitors, primary screen, cell-based, luminescence. inhibition, % at 3.6 µM. AID 588354, 2011. Nuclear receptor coactivator 1 (Homo sapiens), Q15788. HEK293 GAL4-SRC1 luciferase reporter. hit rate 0.12% among 360,000;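 active means inhibition above the campaign mean plus 3 SD, with each screening campaign given its own cutoff, cut at about 60% in these data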;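 further: 0% = DMSO treated cells and 100% = gossypol at 36 µM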
NR5A2 inv ag = LRH-1 (NR5A2) inverse agonists, primary screen, cell-based, luminescence, HEK293T, StAR-luciferase reporter; inhibition, % at 3.6 µM; AID 602396, 2012; LRH-1 transfected, 24 h; hit rate 0.13% among 360,000; Nuclear receptor subfamily 5 group A member 2 (Homo sapiens), O00482;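 active means inhibition above the mean inhibition of all tested compounds plus 3 SD, cut at about 73% in these data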;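 further: 0% = DMSO wells and 100% = reporter-only cells lacking LRH-1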
Target sequence (O00482 whole entry, looked up): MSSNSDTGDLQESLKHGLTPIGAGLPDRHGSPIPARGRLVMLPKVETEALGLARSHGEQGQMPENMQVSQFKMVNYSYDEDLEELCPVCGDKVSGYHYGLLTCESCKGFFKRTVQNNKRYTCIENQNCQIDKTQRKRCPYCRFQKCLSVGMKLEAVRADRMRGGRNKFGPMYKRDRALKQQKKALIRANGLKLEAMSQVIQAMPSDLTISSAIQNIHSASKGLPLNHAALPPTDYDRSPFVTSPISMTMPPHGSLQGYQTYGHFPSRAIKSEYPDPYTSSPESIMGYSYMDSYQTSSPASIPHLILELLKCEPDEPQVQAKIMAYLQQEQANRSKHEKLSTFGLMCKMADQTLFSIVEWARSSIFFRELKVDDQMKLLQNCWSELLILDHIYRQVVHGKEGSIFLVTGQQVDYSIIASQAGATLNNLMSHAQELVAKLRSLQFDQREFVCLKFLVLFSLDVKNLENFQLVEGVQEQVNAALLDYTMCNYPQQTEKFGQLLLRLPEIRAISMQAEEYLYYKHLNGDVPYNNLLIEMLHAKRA
NR2F2 inh = NR2F2 transcriptional activity inhibitors, primary screen, cell-based, luciferase reporter, HEK293T, luminescence; COUP transcription factor 2 (Homo sapiens), P24468; HEK293T NGFI-A luciferase reporter; inhibition, % at 8.6 µM; hit rate 0.7% among 370,000; AID 686940, 2013;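 active means inhibition above a per-plate cutoff, mean inhibition of test wells between control levels plus 3 SD, cut at about 38% in these data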;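 further: cells cotransfected with COUP-TFII expression vector driving the NGFI-A reporter; 0% = median of COUP-TF2 test wells and 100% = reporter-only cells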
Target sequence (P24468 whole entry, looked up): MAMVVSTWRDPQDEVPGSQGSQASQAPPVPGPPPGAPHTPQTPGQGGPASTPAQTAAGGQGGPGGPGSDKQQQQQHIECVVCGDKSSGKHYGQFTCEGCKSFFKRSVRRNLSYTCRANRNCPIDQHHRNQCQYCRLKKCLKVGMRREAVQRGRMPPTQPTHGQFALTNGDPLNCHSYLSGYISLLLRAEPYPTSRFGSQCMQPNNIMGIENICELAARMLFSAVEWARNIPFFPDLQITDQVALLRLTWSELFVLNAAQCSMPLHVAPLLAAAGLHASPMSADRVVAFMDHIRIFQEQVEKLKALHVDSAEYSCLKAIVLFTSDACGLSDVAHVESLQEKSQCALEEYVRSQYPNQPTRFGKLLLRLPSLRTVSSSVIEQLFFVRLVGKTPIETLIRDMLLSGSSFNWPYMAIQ
ABHD5 PLIN5 PPI = ABHD5-PLIN5 interaction inhibitors, primary screen, cell lysate, split luciferase complementation, luminescence; Perilipin-5 (Homo sapiens) + 1-acylglycerol-3-phosphate O-acyltransferase ABHD5 (Homo …; Split G. princeps luciferase complementation, 4 h; inhibition, % at 4 µM; hit rate 0.78% among 360,000; AID 602281, 2012;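 active means inhibition above the mean inhibition across every tested compound plus 3 SD, cut at about 22% in these data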;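 further: 0% = DMSO only wells and the 100% control is not disclosed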
TWEAK-Fn14 inh = inhibitors of TWEAK-Fn14 signaling, primary screen, luciferase reporter cells, uHTS | hit rate 2% among 360,000 | TWEAK-stimulated Fn14 reporter cells, luciferase luminescence, 8 h | inhibition, % at 10 µM | AID 1159606, 2016; in the data active means inhibition above about 50%
TLR9-MyD88 block = inhibitors of TLR9-MyD88 association in cells, primary screen, cell-based, CHO, BLA complementation, fluorescence. hit rate 0.21% among 340,000. inhibition, % at 4.98 µM. CCF4 FRET ratio;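 active means inhibition above the mean over all tested compounds plus 3 SD, cut at about 21% in these data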;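 further: 0% = DMSO only wells and 100% = clavulanate BLA inhibitor control wells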
TROY NFkB inh = inhibitors of TROY-driven NF-kB signaling, primary screen, Q293 LMP1-TROYcd cells, NF-kB luciferase, uHTS. Q293 LMP1-TROYcd NF-kB luciferase reporter, 4 h. AID 1347056, 2019. inhibition, % at 10 µM. hit rate 0.98% among 360,000;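 active means compounds whose plate-normalised and pattern-corrected inhibition of the luciferase reporter signal at the single screening dose is 50% or more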
NOD2 RIPK2 PPI = NOD2-RIPK2 binding disruptors in cells, primary screen, fluorescence, CHO cells, BLA complementation. Receptor-interacting serine/threonine-protein kinase 2 (Homo sapiens), O43353. inhibition, % at 4.98 µM. CCF4 ratio. hit rate 0.38% among 360,000. AID 624267, 2012; in the data active means inhibition above about 21%;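 further: 0% = vehicle only and 100% = reference blocker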
SRC2 inh = inhibition of GAL4-SRC2 driven luciferase reporter, primary screen, SRC2 inhibitor project, cell-based, luminescence. Nuclear receptor coactivator 2 (Homo sapiens), Q15596. HEK293 GAL4-SRC2 luciferase reporter. hit rate 0.17% among 370,000. inhibition, % at 9 µM;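 active means inhibition above the mean inhibition of all tested compounds plus 3 SD, set per campaign, cut at about 52% in these data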;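 further: 0% = DMSO treated cells and 100% = cells given Gossypol at 36 µM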
Numbers without * were called inactive.

SMILES	Exocytosis inh	NCOA3 inh	SRC1 inh	NR5A2 inv ag	NR2F2 inh	ABHD5 PLIN5 PPI	TWEAK-Fn14 inh	TLR9-MyD88 block	TROY NFkB inh	NOD2 RIPK2 PPI	SRC2 inh
Cc1ccc(OCC(=O)Nc2ccc(S(=O)(=O)N3CCN(C)CC3)cc2)cc1	-2	17	3	-7	-6	-7	-5	9	-16	-11	5
CC[C@]12c3[nH]c4ccc(Cl)cc4c3CCN1C(=O)[C@@H](CC(=O)NCCCN(C)C)C[C@@H]2C(=O)N1CCN(C(=O)c2ccco2)CC1	-2	9	8	14	-6	9	8	-3	-11	-2	-6
O=c1cc(N2CCc3ccccc32)[nH]c(=O)n1Cc1ccc(F)cc1	-2	2	-9	5	8	-24	12	-6	10	-1	4
Cn1cc(-c2ccccc2C(N)=O)c(=O)c2cc(Cl)ccc21	-4	14	3	15	9	-4	12	-15	-8	4	-32
O=C(CN1CCN(C(=O)C2CCCO2)CC1)Nc1ccc(Cl)cc1 (stereo not given)	26	3	-23	-1	7	3	-1	-7	1	-18	-20
Cc1cccc(S(=O)(=O)N(CC(=O)Nc2ccccc2C)Cc2ccco2)c1	-1	11	17	-6	1	-9	6	-8	8	-6	-41
O=C(O)CNC(=O)/C(=C/c1ccco1)NC(=O)/C=C/c1ccccc1	3	7	-5	-20	1	1	7	6	12	-5	-11
Cc1nc(CN2CCN(C(=O)CCc3nnc(Cc4c[nH]c5ccccc45)o3)CC2)cs1	-2	3	1	1	-5	-1	2	-4	6	-5	-12
Cc1ccsc1/C=N\NC(=O)c1n[nH]c2c1CCC2	-1	-62	-83	-69	-47	-8	81*	8	41	-2	-16
C=CCc1cccc(/C=N/NC(=O)CCC(=O)Nc2ccc(C)cc2)c1O	0	30	12	2	-4	0	12	0	-14	-8	5
C=CCN1C2=NCCCN2c2ccccc21	-4	3	-6	-4	7	6	9	2	-10	-10	-35
CCOC(=O)c1c(C)n(C)c2cc(Br)c(C(=O)OC)cc12	-2	-2	-1	-19	-10	0	-17	-2	-12	-7	-14

Ordered by value in NOD2 RIPK2 PPI (descending): some entries from above.
Molecule,Exocytosis inh,NCOA3 inh,SRC1 inh,NR5A2 inv ag,NR2F2 inh,ABHD5 PLIN5 PPI,TWEAK-Fn14 inh,TLR9-MyD88 block,NOD2 RIPK2 PPI,SRC2 inh
O=C(O)CNC(=O)/C(=C/c1ccco1)NC(=O)/C=C/c1ccccc1,3,7,-5,-20,1,1,7,6,-5,-11
Cc1cccc(S(=O)(=O)N(CC(=O)Nc2ccccc2C)Cc2ccco2)c1,-1,11,17,-6,1,-9,6,-8,-6,-41
CCOC(=O)c1c(C)n(C)c2cc(Br)c(C(=O)OC)cc12,-2,-2,-1,-19,-10,0,-17,-2,-7,-14

The list continues:
SMILES	Exocytosis inh	NCOA3 inh	SRC1 inh	NR5A2 inv ag	NR2F2 inh	ABHD5 PLIN5 PPI	TWEAK-Fn14 inh	TLR9-MyD88 block	TROY NFkB inh	NOD2 RIPK2 PPI	SRC2 inh
CCn1cc(CN2CCCC(C(=O)Nc3ccc(-c4cscn4)cc3)C2)cn1 (stereo not given)	1	-2	-7	13	0	0	1	-4	21	-9	-13
C[C@H](CO)N1C[C@H](C)[C@@H](CN(C)S(=O)(=O)c2cn(C)cn2)OCc2cnnn2CCCC1=O	-2	-1	12	-39	-8	6	-15	1	0	4	-3
COc1ccc(N2C(=O)S[C@@H]3CS(=O)(=O)C[C@@H]32)cc1	1	7	-16	-13	-25	2	-2	4	6	-12	2
CC1CCN(C(=O)C2c3ccccc3C(=O)N3CCc4ccccc4C23)CC1 (stereo not given)	0	7	4	9	-6	-3	-26	-4	3	-12	-25
O=C(CC1C(=O)NCCN1Cc1cccc(Oc2ccccc2)c1)NCc1cccnc1 (stereo not given)	0	-7	-2	1	-45	1	-10	-11	0	0	-8
O=C(Cc1ccccc1)NCC(=O)Nc1cc(Cl)ccc1Cl	1	4	8	6	9	-1	6	-3	2	-10	4
CC(=O)C1C(c2ccc(F)cc2)C2C(C)=NN=C2CC1(C)O (stereo not given)	2	13	7	4	1	-3	-13	-3	22	-2	1
CCOC(=O)Cc1nn[nH]n1	-3	6	5	-8	17	1	1	-18	-1	-6	6
CSc1nc(N)nc2c1ncn2Cc1ccccc1	-1	4	-16	-15	-3	-8	-5	2	10	3	8
O=C1CCCCN1CCc1c[nH]c2ccccc12	0	-23	-39	-21	4	-4	-16	2	-13	-3	-74
O=C(CCN1C(=O)C2CCCCC2C1=O)Nc1ccc(Br)cc1F (stereo not given)	0	10	-7	-10	-18	5	-16	-1	-12	5	-7
O=C(c1ccccc1Nc1ccc(SC(F)F)cc1)N1CCCCCC1	0	-11	-2	-7	3	-3	-30	-2	11	1	35
COc1ccc(C2c3c(ccc4ccccc34)Oc3ncn4nc(-c5ccco5)nc4c32)cc1 (stereo not given)	-3	-1	2	2	-15	3	12	-1	7	-11	-3
COc1ccc(C(=O)NC(NC(=O)c2ccc(OC)cc2)c2ccccc2F)cc1	0	9	-5	4	16	1	6	5	15	-2	-31
CN1CCN(CCc2nc3cc(NC(=O)c4ccco4)ccc3n2C)CC1	-1	4	-19	-12	-4	3	-2	4	13	-4	-11
Cc1cc(SC(C)C(=O)O)nc2ccccc12 (stereo not given)	-3	18	9	-11	1	2	-1	0	8	0	2
COc1ccccc1CNS(=O)(=O)c1cc(CN2C(=O)c3cccnc3C2=O)ccc1OC	-2	3	2	9	8	2	-2	9	7	-6	-16
Cc1ccc(NC(=S)N2CCOCC2)c(C)c1	-2	13	-2	10	-7	-5	-3	5	10	5	9
CSc1ccc(CN(C)CC(=O)Nc2c(F)cccc2F)cc1	3	11	1	-11	17	6	3	7	1	13	-18
CC(C)(C)NC(=O)NC(=O)CN1CCC(Cc2ccccc2)CC1	2	5	-22	3	12	-4	4	-4	0	4	5
O=C(c1ccccn1)N1CCCC(N2CCN(c3ccc(F)cc3)CC2)C1 (stereo not given)	-2	17	-18	12	23	-4	-2	2	-6	-1	0
COc1ccccc1-[n+]1c(C)cc(/C=C2\Sc3ccccc3N2C)cc1C	45	69*	62*	84*	82*	13	89*	-2	82*	4	0
N#Cc1ccc(C(c2nnnn2C2CCCC2)N2CCC(Cc3ccccc3)CC2)cc1 (stereo not given)	11	1	22	14	-3	-6	-9	8	8	-15	-13
CSc1ccc(/C=C(\C#N)C(=O)Nc2cccc(C)c2)cc1	-1	-27	-54	-35	-11	2	-41	0	-96	-8	-20
Cc1[nH]c(=S)c(C#N)c2c1CCCC2	1	2	-3	-8	-8	3	0	2	4	27*	-20
Cc1ccc(NC(=O)/C(=C/c2cccc([N+](=O)[O-])c2)NC(=O)C2CCCCC2)cc1	-3	2	14	1	-8	-1	14	3	-4	0	-4
COc1ccc(NC(=O)CSCC(=O)Nc2ccccc2N2CCCC2)cc1	-9	7	14	-23	4	-5	-4	6	-21	1	-6
CCOC(=O)c1cc(-c2ccco2)nc2c1c(C)nn2-c1ccccc1	-1	10	-31	1	23	-1	14	1	-6	6	7
COc1ccc(N=C2SC(C(=O)Nc3ccc(F)cc3)CC(=O)N2C)cc1 (stereo not given)	-2	19	9	4	20	-2	14	-2	5	7	-2
COc1ccc(CCNCC(O)COc2cccc(Br)c2)cc1OC (stereo not given)	9	16	9	5	13	5	-2	-3	4	-3	7
NC(=O)c1cn(-c2ccccc2)nc1-c1cccnc1	-2	14	-3	-10	-14	-7	7	3	10	-2	17
COC(=O)CC1=NN(c2ccc(OC)cc2)C(=O)/C1=C\c1ccc(Cl)cc1	-7	4	11	15	1	-5	12	4	3	-4	8

Molecules shown so far that have an aryl methoxy group (9):
SMILES	Exocytosis inh	NCOA3 inh	SRC1 inh	NR5A2 inv ag	NR2F2 inh	ABHD5 PLIN5 PPI	TWEAK-Fn14 inh	TLR9-MyD88 block	TROY NFkB inh	NOD2 RIPK2 PPI	SRC2 inh
COc1ccc(N2C(=O)S[C@@H]3CS(=O)(=O)C[C@@H]32)cc1	1	7	-16	-13	-25	2	-2	4	6	-12	2
COc1ccc(C2c3c(ccc4ccccc34)Oc3ncn4nc(-c5ccco5)nc4c32)cc1 (stereo not given)	-3	-1	2	2	-15	3	12	-1	7	-11	-3
COc1ccc(C(=O)NC(NC(=O)c2ccc(OC)cc2)c2ccccc2F)cc1	0	9	-5	4	16	1	6	5	15	-2	-31
COc1ccccc1CNS(=O)(=O)c1cc(CN2C(=O)c3cccnc3C2=O)ccc1OC	-2	3	2	9	8	2	-2	9	7	-6	-16
COc1ccccc1-[n+]1c(C)cc(/C=C2\Sc3ccccc3N2C)cc1C	45	69*	62*	84*	82*	13	89*	-2	82*	4	0
COc1ccc(NC(=O)CSCC(=O)Nc2ccccc2N2CCCC2)cc1	-9	7	14	-23	4	-5	-4	6	-21	1	-6
COc1ccc(N=C2SC(C(=O)Nc3ccc(F)cc3)CC(=O)N2C)cc1 (stereo not given)	-2	19	9	4	20	-2	14	-2	5	7	-2
COc1ccc(CCNCC(O)COc2cccc(Br)c2)cc1OC (stereo not given)	9	16	9	5	13	5	-2	-3	4	-3	7
COC(=O)CC1=NN(c2ccc(OC)cc2)C(=O)/C1=C\c1ccc(Cl)cc1	-7	4	11	15	1	-5	12	4	3	-4	8

Only part of the results is shown, so the mix of outcomes need not match the whole.
